GSK3A inh = human GSK-3 alpha kinase inhibition. AID 2650. P49840. ADP-Glo luminescence, 60 min. inhibition, % at 10 µM. 0.1% of 320,000 active;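 in the data active = inhibition above about 50%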;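 note: GST-tagged GSK-3 alpha with peptide substrate and 25 µM ATP; 0% = DMSO neutral wells and 100% = GW8510 positive control wells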
Target sequence (P49840 whole entry, looked up): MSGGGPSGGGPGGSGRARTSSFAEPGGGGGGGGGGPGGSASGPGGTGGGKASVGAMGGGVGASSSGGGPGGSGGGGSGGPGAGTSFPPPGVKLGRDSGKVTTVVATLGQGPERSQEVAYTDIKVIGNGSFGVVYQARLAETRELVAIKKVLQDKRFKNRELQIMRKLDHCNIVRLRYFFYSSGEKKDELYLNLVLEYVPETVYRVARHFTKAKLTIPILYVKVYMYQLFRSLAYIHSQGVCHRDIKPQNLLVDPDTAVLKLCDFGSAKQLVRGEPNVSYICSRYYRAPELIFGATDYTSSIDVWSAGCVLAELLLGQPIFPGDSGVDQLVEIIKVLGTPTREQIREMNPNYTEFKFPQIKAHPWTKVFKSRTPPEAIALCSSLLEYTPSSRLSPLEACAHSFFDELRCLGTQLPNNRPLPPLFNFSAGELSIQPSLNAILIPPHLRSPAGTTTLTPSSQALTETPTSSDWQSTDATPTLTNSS
PolyA inh = yeast polyadenylation inhibition; S. cerevisiae SKY197-pL101 polyadenylation reporter, beta-gal luminescence; efflux-impaired pdr1/pdr3 knockout yeast; score 100 = 6 SD above DMSO; calls only at 12 µM; 0.02% of 300,000 active;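 active = lowest replicate activity score at least 50, where 100 means six control SD above control mean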;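 note: yeast exposed to compound for 9 h at 30 °C; higher score means more reporter readthrough which indicates perturbed polyadenylation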
HSF1 activator = increases HSF-1 driven luciferase reporter signal; AID 504408; activation, % at 9 µM; NIH3T3-HGL HSF-1 luciferase reporter, MG132, 8 h; 100% = twice DMSO control signal; 1.7% of 300,000 active;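 active = mean replicate activation of at least 50% with a set share of replicates each reaching 50%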;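 note: 0% = median of the neutral control wells and 100% = twice that signal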
aSyn 5UTR inh = MLPCN primary screen, SNCA 5' untranslated region; alpha-synuclein 5'UTR reporter, inhibitor activity; inhibition, % (tested at 7.5 µM); 0.82% of 300,000 active; AID 1813; in the data active = inhibition above about 60%;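 note: H4 neuroglioblastoma cells stably carrying SNCA 5'UTR luciferase fusion; 0% = DMSO wells and 100% = positive control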
HSP90 inh = HSP90 refolding inhibition in rabbit reticulocyte lysate; inhibition, % at 5.6 µM; 0.91% of 290,000 active; luciferase refolding luminescence, 3 h;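 active = inhibition above the screen-wide mean plus 3 SD, computed separately per campaign, cut at about 16% in these data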;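 note: 0% = DMSO wells and 100% = 60 µM geldanamycin wells; inhibitors lower the luminescence because luciferase stays unfolded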
HSF1 inhib = HSF1 inhibition; NIH3T3-HGL HSE-luciferase, MG132-induced, luminescence 8 h; hits give low values; 0.77% of 300,000 active; activity change, negative = inhibition, % at 7.5 µM (by protocol);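 active = more than half of replicate wells show activity change below -50%, luminescence cut by over half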;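 note: luciferase reports HSF-1 transcriptional activity via heat shock element; 0% = median of DMSO wells and -100% = zero luminescence signal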
KLF5 inhibitor = kruppel-like factor 5 inhibition | DLD-1 KLF5 promoter-luciferase reporter, luminescence | inhibition, % at 5 µM | 0.23% of 290,000 active | AID 1700;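 active = inhibition above a per-plate limit of that plate's mean compound inhibition plus 3 SD, cut at about 60% in these data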;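 note: 0% = DMSO wells and 100% = LY294002 at 200 µM; higher means less KLF5 promoter-driven luciferase light; inactives centre near -14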
AI-2 QS mod = modulators of Vibrio harveyi AI-2 quorum sensing system | Vibrio harveyi JMH597 AI-2 luminescence/OD600 ratio, 9 h; hits give low values; strain lacks LuxN and CqsS sensors; 0 = neutral-control median | 0.4% of 300,000 active | AID 2094 | activity change, % at 7.5 µM; in the data active = activity change below about -75%, passing the limit was not always enough;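 note: luminescence divided by OD600 gain over 9 h not by final OD600 alone; inactives centre near 13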
GSK3beta inhib = blocks human GSK3beta kinase activity. P49841. GST-GSK3beta kinase, ADP-Glo luminescence, 60 min; hits give low values. activity score (negative = inhibition), % at 10 µM. 0.038% of 300,000 active. AID 2097;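 active = more than half of replicate wells score below -50%, meaning over 50% inhibition versus plate controls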;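 note: 0% = median DMSO wells and -100% = median GW8510 positive control wells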
Target sequence (P49841 whole entry, looked up): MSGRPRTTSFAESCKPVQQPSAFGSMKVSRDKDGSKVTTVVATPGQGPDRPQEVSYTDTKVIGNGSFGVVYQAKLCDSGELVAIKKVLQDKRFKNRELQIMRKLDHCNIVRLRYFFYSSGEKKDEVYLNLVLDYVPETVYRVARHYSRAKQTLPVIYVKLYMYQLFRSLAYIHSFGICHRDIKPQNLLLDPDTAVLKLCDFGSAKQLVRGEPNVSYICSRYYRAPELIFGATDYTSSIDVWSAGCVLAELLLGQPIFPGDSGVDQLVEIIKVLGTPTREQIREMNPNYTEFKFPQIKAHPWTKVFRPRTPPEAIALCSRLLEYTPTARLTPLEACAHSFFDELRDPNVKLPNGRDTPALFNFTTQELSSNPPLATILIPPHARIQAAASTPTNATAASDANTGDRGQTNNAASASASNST
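Test system – GST-tagged human GSK3beta kinase, cell-free · Incubation – 60 min enzyme reaction, room temperature · Signal – ADP-Glo luminescence · Also added – peptide substrate and ATP at 25 µM · Controls – DMSO neutral wells and GW8510 at 20 µM as positive · Buffer or medium – Tris/MgCl2 kinase buffer · Measure – Luminescence-derived activity versus plate DMSO and GW8510 wells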
IEC-6 tox = kills IEC-6 intestinal cells in KLF5 counter-screen; IEC-6 cytotoxicity, luminescence viability; inhibition, % at 5 µM; 0.78% of 290,000 active; in the data active = inhibition above about 22%;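 note: 0% = plate median of test compound wells and 100% = cytotoxic reference compound wells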
* marks the source's active call; other numbers are inactive results; i = inactive; . = no result given.

SMILES	GSK3A inh	PolyA inh	HSF1 activator	aSyn 5UTR inh	HSP90 inh	HSF1 inhib	KLF5 inhibitor	AI-2 QS mod	GSK3beta inhib	IEC-6 tox
Fc1ccc(C(c2nnnn2C2CCCC2)N2CCN(Cc3ccncc3)CC2)cc1 (stereo unspecified)	-2.0	i	25.0	-18.4	-1.3	6.2	-19.1	7.5	1.9	0.3
COc1ccccc1NC(=O)C(C)OC(=O)CCSc1ccc(F)cc1 (stereo unspecified)	-4.0	i	-11.0	-15.0	.	3.6	.	47.3	1.5	.
CCC(=O)c1ccc(OCc2ccc(C(=O)OC)o2)c(OC)c1	-2.1	i	-9.5	-33.5	5.4	6.6	-15.2	10.6	-1.8	4.0
CCOc1ccccc1/C=N/NC(=O)c1cccc(S(=O)(=O)N2CCOCC2)c1	-0.5	i	-3.0	0.8	4.1	-8.2	-1.9	4.2	-2.8	2.6
CCC(C)NC(=O)CSc1nc2c(sc(=S)n2Cc2ccco2)c(=O)n1-c1ccccc1 (stereo unspecified)	0.4	i	16.2	7.7	-0.8	-4.7	-8.9	22.3	-1.6	3.5
Cc1cccn2c(NC(=O)c3cccs3)c(-c3ccccc3)nc12	-2.4	i	-6.8	-46.1	-4.4	10.7	-2.6	-3.9	2.6	0.4
COc1ccc(CNC(=O)CCn2c(=O)[nH]c3ccccc3c2=O)cc1	-0.1	i	-10.5	7.0	-4.4	-2.3	-9.9	21.0	3.2	-12.6
Cc1nc2c(sc(=S)n2Cc2ccco2)c(=O)n1CC(=O)Nc1ccc(F)cc1	0.4	i	9.0	30.5	-1.9	6.9	-9.0	45.4	-0.6	3.3
COc1ccc(C(=O)NC(=S)NNC(=O)CNC(=O)C2CCCCC2)cc1	-1.3	i	2.8	1.4	2.1	0.5	-52.8	48.2	2.1	1.7
O=C1CSc2nc3ccccc3n21	.	i	-31.9	-9.2	-5.3	-9.6	-26.8	36.8	2.6	-10.7
COC(=O)c1ccc(N)c(N=CC2=C(O)CC(C)(C)CC2=O)c1	.	i	18.4	-171.9	2.1	5.2	-19.5	31.4	0.6	1.1
COC(=O)c1ccc2nc(C)cc(Nc3ccccc3C)c2c1	-0.8	.	10.3	-0.8	4.9	2.7	-24.0	22.4	-0.9	0.3
CC(C)OC(=O)C(C#N)c1nc2ccccc2nc1N1CCCC1 (stereo unspecified)	0.0	i	-0.5	24.2	3.4	3.5	28.2	18.9	-1.4	3.1
Cc1ccc(C(c2sc3ncnn3c2O)N2CCC(C)CC2)cc1 (stereo unspecified)	-3.4	i	-3.8	6.1	-7.7	3.2	18.6	25.9	2.2	-7.1
CC(=O)Nc1ccc(S(=O)(=O)N2CCN(C(=O)c3ncoc3-c3ccccc3F)CC2)cc1	0.6	i	17.6	-2.5	-2.9	1.4	-6.2	21.3	-3.8	-1.6
COc1ccc(-c2cc(C(F)(F)F)nc(S(=O)(=O)CCC(=O)N3CCOCC3)n2)cc1	-0.4	i	106.4*	-76.2	2.5	79.2	-19.5	43.7	3.4	-1.3
Cc1cc(NC(=O)CCC(=O)N(CC(=O)NC2CCCC2)c2ccc(F)c(Cl)c2)no1	-1.5	i	-1.7	4.0	-0.3	-1.5	-22.4	13.8	-1.7	-4.0
COc1ccc(N2CCN(C(=O)c3cc(=O)c4ccc(C)cc4o3)CC2)cc1	1.5	i	-1.0	-5.8	-0.4	4.5	-40.8	12.9	1.7	2.0
O=S(=O)(N/N=C/c1ccc2c(c1)OCO2)c1ccc(Br)cc1	0.3	i	-4.1	8.1	-3.0	-3.1	-32.0	21.4	2.6	2.2
CN(C)CCCOc1cccc(Oc2ccccc2)c1	-0.6	i	-28.2	20.8	2.1	-5.8	-51.3	-4.7	-0.5	0.8
CC(=O)Nc1ccc(S(=O)(=O)N[C@@H](C)C(=O)Nc2ccc(N3CCOCC3)cc2)cc1	-4.7	i	28.1	3.1	3.0	2.5	-17.2	12.1	4.1	7.1
Cc1cc(C)c(S(=O)(=O)NCCn2c(C)cc3ccccc32)c(C)c1	-1.8	i	-6.9	21.8	2.8	-0.7	-18.5	4.6	1.4	-0.9
Cc1ccc(N(CC(=O)NC2CCCCC2)C(=O)CNC(=O)c2cccs2)cc1	-0.8	i	5.2	0.8	-1.7	-1.7	-2.6	5.0	1.8	-3.0
O=C(Nc1ccn(Cc2ccc(F)cc2)n1)c1ccncc1	4.3	i	0.7	-11.3	3.3	-4.5	-10.3	134.3	-1.9	-1.3
COc1ccc(NC(C)=O)cc1S(=O)(=O)NC1CCSc2ccccc21 (stereo unspecified)	-1.0	i	-6.7	8.7	-3.4	-2.5	-19.6	26.5	0.1	3.4
O=C(COC(=O)Cc1cccc(C(F)(F)F)c1)Nc1cccc2ccccc12	-2.7	i	14.8	-4.1	-2.8	-1.9	-6.5	22.4	-7.5	-1.3
Cc1ccc(O)c(N=Nc2ccc(S(=O)(=O)N3CCCC3)cc2)c1	-2.1	i	-2.4	-70.2	-2.6	10.1	-39.6	20.1	4.1	0.6
O=C(N/N=C/c1cccc([N+](=O)[O-])c1)C(=O)N1CCCCCC1	0.5	i	-5.5	-15.3	1.3	-3.2	-15.8	41.1	2.4	-3.0
Cc1cccc(NC(=O)c2cccc(C(=O)Nc3cccc(C)c3C)n2)c1C	-1.6	i	-11.9	-8.0	-2.8	-11.0	-21.3	47.2	6.0	-9.1
CC(C)c1ccc(N(CC(=O)N2CCOCC2)S(C)(=O)=O)cc1	-0.9	i	10.8	8.0	-0.5	-11.4	-40.8	27.8	2.2	-6.2
COc1ccc(OC(C)C(=O)NCC2CCCO2)cc1 (stereo unspecified)	1.0	i	-3.6	-9.6	-1.4	2.8	-37.1	22.0	1.2	-2.1
Cc1nc(SC(C)C(=O)NCC2CCCO2)c2cc(-c3ccccc3)sc2n1 (stereo unspecified)	-4.3	.	70.6*	-107.4	.	53.1	.	17.2	-1.3	.
CCOC(=O)c1nnn(-c2nonc2-c2ccccc2)c1C	-1.8	i	2.4	-13.6	2.6	-4.1	-15.0	10.2	-0.8	-10.1
COC(=O)C1(C)NC(c2ccc(O)cc2)C2C(=O)N(c3ccccc3)C(=O)C21 (stereo unspecified)	-0.8	i	29.6	-10.9	-1.9	8.5	-11.0	6.5	-3.2	6.1
COc1ccccc1NC(=O)c1cc(Cl)nc2ccccc12	-0.6	i	36.5	21.2	1.6	9.5	-7.6	12.1	4.1	-3.3
O=C(CSc1nc2ccccc2[nH]1)c1ccc(Cl)s1	4.6	i	23.9	-112.9	0.9	20.9	-43.2	5.9	0.8	2.8
COc1ccccc1N1CCN(C2CCCN(C(=O)c3ccnc4ccc(C)cc34)C2)CC1 (stereo unspecified)	12.5	i	-3.0	-6.5	0.5	-6.0	-11.3	35.9	2.0	2.3
COc1ccc([N+](=O)[O-])cc1NC(=O)C(C)Sc1nc(-c2ccccc2)cs1 (stereo unspecified)	-0.9	i	8.7	18.0	-1.8	6.1	-30.7	14.9	-0.5	-2.6
Cc1ccc(C)c(NC(=O)CSc2nccn2Cc2ccco2)c1	-1.8	i	7.7	-77.5	-6.8	13.8	-62.5	-5.7	-1.3	-4.1
CC1CC1C(=O)OCC(=O)NCc1ccc(Cl)cc1 (stereo unspecified)	-3.0	i	-2.3	-12.7	2.1	4.9	-14.7	14.4	-1.8	-3.1
COc1ccc(/C=C/C(=O)OC(C)C(=O)c2ccccc2)cc1OC (stereo unspecified)	-2.0	i	-3.4	19.4	.	-4.7	.	22.2	-2.4	.
Cc1ccccc1N1CC(O)(c2cccs2)[N+]2=C1CCCC2 (stereo unspecified)	0.4	.	.	.	0.5	.	-6.7	16.8	-3.2	0.1
COc1cccc(CNC(=O)c2ccc3nc[nH]c3c2)c1	-2.6	i	-9.3	29.1	3.3	-8.5	-35.6	23.3	-0.2	-5.5
Cc1cccc(N2CCN(C(=O)c3ccc4c(c3)c(C)c(C)n4C)CC2C)c1 (stereo unspecified)	-2.9	i	3.0	-4.1	5.2	8.0	-40.6	9.7	0.5	-1.7
Cc1ccc(NS(=O)(=O)c2cc(N)ccc2Cl)c(C)c1	1.6	i	-2.9	-2.2	6.3	-0.8	1.1	20.2	-0.1	0.4
O=C(NCc1ccccc1)c1ccc(OC2CSC2)cc1	7.8	i	17.4	-26.9	-1.8	7.4	-35.6	7.7	-3.5	10.3
COc1ccccc1-c1nnc(NC(=O)C2=COCCO2)o1	-1.1	i	1.4	-74.6	3.8	-5.4	-7.7	27.2	-0.9	1.8
CC(C)N1CCN(Cc2cccc3nonc23)CC1CCO (stereo unspecified)	-1.1	i	-13.9	6.9	1.9	-1.9	-22.2	23.3	0.9	3.7
COc1cccc(CN2CC(C(=O)N(C)Cc3[nH]c4ccccc4c3C)CCC2=O)c1 (stereo unspecified)	-1.4	i	4.2	24.5	-0.2	-0.9	-13.2	23.9	-0.5	4.0
O=C(O)C1(c2ccccc2)CCN(S(=O)(=O)c2ccc(Br)cc2)CC1	.	i	-13.9	-0.9	0.3	1.1	-2.5	11.6	2.6	0.1
Remaining list, next part.
SMILES	GSK3A inh	PolyA inh	HSF1 activator	aSyn 5UTR inh	HSP90 inh	HSF1 inhib	KLF5 inhibitor	AI-2 QS mod	GSK3beta inhib	IEC-6 tox
COc1ccccc1NS(=O)(=O)c1cc(NC(=O)CNC(=O)c2ccc(C)s2)ccc1Cl	.	i	16.4	-4.4	-1.7	3.3	-6.5	13.9	-1.4	-0.2
COc1ccc(OCC(O)CNC(=O)c2cccs2)cc1 (stereo unspecified)	-3.5	i	-2.2	-14.1	2.2	-5.6	-10.8	12.0	2.5	2.4
CN(CC(=O)NCc1ccc(Cl)cc1)S(=O)(=O)c1cccs1	-3.1	i	5.8	3.8	-4.9	4.1	-18.2	-17.7	3.4	-2.9
CS(=O)(=O)c1ccc(Cl)c(NC(=O)Cc2c(Cl)cccc2Cl)c1	-4.7	i	-8.2	14.1	-0.4	-3.4	-20.7	-0.9	1.6	0.4
CCn1c(=O)c2cc(C(=O)Nc3ccccc3OC)sc2c2ccccc21	-0.7	i	-3.7	-33.4	-0.8	-1.2	0.4	-4.1	-1.9	3.6
CCc1[nH]nc2c1C(C(C)C)C(C#N)=C(N)O2 (stereo unspecified)	.	i	4.8	32.3	.	5.9	.	8.5	0.1	.

Sorted by number of heavy atoms (falling): part of the list above
SMILES	GSK3A inh	PolyA inh	HSF1 activator	aSyn 5UTR inh	HSP90 inh	HSF1 inhib	KLF5 inhibitor	AI-2 QS mod	GSK3beta inhib	IEC-6 tox
COc1ccccc1NS(=O)(=O)c1cc(NC(=O)CNC(=O)c2ccc(C)s2)ccc1Cl	.	i	16.4	-4.4	-1.7	3.3	-6.5	13.9	-1.4	-0.2
CCn1c(=O)c2cc(C(=O)Nc3ccccc3OC)sc2c2ccccc21	-0.7	i	-3.7	-33.4	-0.8	-1.2	0.4	-4.1	-1.9	3.6
CN(CC(=O)NCc1ccc(Cl)cc1)S(=O)(=O)c1cccs1	-3.1	i	5.8	3.8	-4.9	4.1	-18.2	-17.7	3.4	-2.9

High-throughput results from PubChem BioAssay.

The list is partial; count on the stated rates, not on these rows.
